Source: PubChem
RAD52 anneal inh: RAD52 DNA annealing inhibitors, primary screen, biochemical, FRET, single point, set 2; DNA repair protein RAD52 homolog (Homo sapiens), P43351; recombinant RAD52 DNA annealing, FRET fluorescence; inhibition, % at 18.7 µM; 360,000 tested, 0.46% active; AID 651710, 2012;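 active = every replicate showing at least 50% inhibition; inconclusive = mean inhibition at least 50% but not in every replicate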
Target sequence (P43351 whole entry, looked up): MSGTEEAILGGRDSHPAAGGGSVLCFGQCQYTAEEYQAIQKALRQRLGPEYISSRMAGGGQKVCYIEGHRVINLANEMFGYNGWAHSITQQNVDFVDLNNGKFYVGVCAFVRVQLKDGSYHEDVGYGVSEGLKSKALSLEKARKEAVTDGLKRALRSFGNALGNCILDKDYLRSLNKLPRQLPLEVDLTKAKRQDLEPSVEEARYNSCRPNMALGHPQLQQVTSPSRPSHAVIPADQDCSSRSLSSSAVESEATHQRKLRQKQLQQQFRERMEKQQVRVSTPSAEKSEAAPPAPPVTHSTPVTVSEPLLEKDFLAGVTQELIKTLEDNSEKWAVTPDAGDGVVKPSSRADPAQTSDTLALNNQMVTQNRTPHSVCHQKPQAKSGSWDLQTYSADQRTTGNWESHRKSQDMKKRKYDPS
esBAF inh: Bmi1 luciferase reporter increase in mESCs, primary screen, esBAF inhibitor project, mouse ES cells, Bmi1 luciferase knock-in, single point | AID 602393, 2012 | reporter increase, % at 12.5 µM | 24 h; 100% = twice the neutral-well signal | 350,000 tested, 2% active; in the data active = activation above about 40%; inconclusive = no clear call, values can overlap the other calls;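 also: 0% = median of the plate's neutral control wells and 100% = double that signal; a rise in the Bmi1 reporter signal indicates esBAF inhibition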
PglD DTNB: C. jejuni PglD acetyltransferase inhibitors, primary screen, biochemical, DTNB colorimetric, single point; UDP-N-acetylbacillosamine N-acetyltransferase PglD (Campylobacter jejuni); inhibition, % at 12.5 µM; AID 602405, 2012; purified PglD enzyme, DTNB colorimetric CoA detection; 360,000 tested, 0.098% active; in the data active = inhibition above about 16%, passing the limit was not always enough; inconclusive = no clear call, values can overlap the other calls; also: strong numbers were not always called active
ARNT TACC3 PPI: disruptors of ARNT/TACC3 protein interaction, primary screen, biochemical, AlphaScreen, single concentration. Transforming acidic coiled-coil-containing protein 3 (Homo sapiens), Q9Y6A5. AlphaScreen His-ARNT PAS-B/GST-TACC3 binding, luminescence; TACC3 fragment carries E629A point mutation. inhibition, % at 9.99 µM. 390,000 tested, 0.66% active. AID 623870, 2012;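 active = mean inhibition of replicates at least 50% and at least half of replicates each reaching 50%; inconclusive = half or more replicates reach 50% but mean below 50%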;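 also: 0% = complete ARNT plus TACC3 wells and 100% = ARNT alone without TACC3; many hits fall short of the cut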
E-sel inducer: E-selectin induction in HUVECs, primary screen, imaging, HUVEC, immunofluorescence imaging, single point; P16581; normalized: neutral wells 0, TNF-alpha wells 100; activation, % at 7.58 µM; 260,000 tested, 0.37% active; AID 686992, 2013;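 active = mean E-selectin-positive cell signal at least 10% of the positive control, reached in at least 60% of replicates, without over 20% cell loss; inconclusive = no rule given, readout overlaps actives, possibly toxicity-flagged; inactive = the rest, including those meeting only one limit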;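 also: in these data hits start at about 27%; measured in HUVEC primary endothelial cells; signal is the percent of cells scored E-selectin positive by PE staining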
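Test system: HUVEC | Signal: Immunofluorescence imaging | Read-out: Percent E-selectin-positive cells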
Casp6 inh: human caspase-6 inhibitors, primary screen, biochemical, VEID-R110 fluorescence, single point, set 2; purified caspase-6, Z-VEID-R110 cleavage fluorescence; inhibition, % at 12.5 µM; P55212; 350,000 tested, 0.53% active;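 active = mean inhibition across replicates at least about 35%, with every replicate also reaching that limit, limit read from the data; inconclusive = only one of the two criteria met; inactive = neither criterion met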;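 also: 0% = median of neutral control wells and 100% = no fluorescence left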
ERp5 inh: inhibitors of ERp5-driven insulin aggregation, primary screen, biochemical, turbidity, absorbance 650 nm, single point | Protein disulfide-isomerase A6 (Homo sapiens), Q15084 | 90 min | inhibition, % at 9.99 µM | 350,000 tested, 0.05% active | AID 651711, 2012;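 active = mean replicate inhibition above about 25%, with every replicate also reaching it, limit read from the data, passing the limit was not always enough; inconclusive = only one of those two criteria met; inactive = neither criterion met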
Target sequence (Q15084 whole entry, looked up): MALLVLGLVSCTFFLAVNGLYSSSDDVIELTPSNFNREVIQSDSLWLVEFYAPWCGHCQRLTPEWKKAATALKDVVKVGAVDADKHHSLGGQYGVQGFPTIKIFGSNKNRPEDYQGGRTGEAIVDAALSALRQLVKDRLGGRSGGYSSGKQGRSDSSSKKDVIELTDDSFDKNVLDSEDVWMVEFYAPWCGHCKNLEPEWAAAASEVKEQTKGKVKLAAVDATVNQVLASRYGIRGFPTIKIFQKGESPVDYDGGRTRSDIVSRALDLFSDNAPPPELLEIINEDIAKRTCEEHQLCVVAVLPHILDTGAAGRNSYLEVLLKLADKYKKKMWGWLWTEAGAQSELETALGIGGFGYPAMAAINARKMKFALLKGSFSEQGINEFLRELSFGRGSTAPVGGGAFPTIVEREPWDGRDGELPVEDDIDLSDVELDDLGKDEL
RAD54 branch: inhibitors of human RAD54 branch migration, primary screen, biochemical, fluorescence, single point | inhibition, % at 10.4 µM | RAD54 Holliday junction branch migration, FAM/BHQ fluorescence | AID 602329, 2012 | DNA repair and recombination protein RAD54-like (Homo sapiens), Q92698 | 360,000 tested, 0.14% active;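 active = mean normalized replicate activity at least 40 and at least half of replicates scoring 40 or more; inconclusive = only one of the two criteria met; inactive = mean below 40 and under half of replicates reaching 40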;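 also: 0% = median of neutral control wells and 100% = median of positive control wells; inhibitors cause a drop in the FAM fluorescence signal; in these data hits start at about 50%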
Starred values were filed as active, the others as inactive; ? = inconclusive; . = not tested or not shown; & = joins results of further samples. Rows were taken by chance (roughly 3.2% active in at least one column).

SMILES,RAD52 anneal inh,esBAF inh,PglD DTNB,ARNT TACC3 PPI,E-sel inducer,Casp6 inh,ERp5 inh,RAD54 branch
COc1ccc(/C=C/c2nc(-c3ccccc3O)n(-c3ccccc3)n2)cc1,-8,2,4,0,.,0,0,2
CC(=O)N1CCN(c2ccc(NC(=O)c3ccccc3)cc2)CC1,-7,31,2,1,0.0,-1,3,1
CCOc1ccc(N(CC(=O)NCc2ccc(C)cc2)S(=O)(=O)c2c(C)[nH]c(=O)[nH]c2=O)cc1,.,2,-1,-1,.,.,.,11
COC(=O)[C@@]1(Cc2ccc(F)cc2)[C@H]2c3cc(C(=O)N(C)C)n(Cc4c(CO)[nH]cc(C)c4=O)c3C[C@H]2CN1C(=O)c1ccccc1,-15,.,.,.,-0.2,-1,10,.
CCc1ccc(-c2csc(-c3c[nH]c4ccccc34)n2)cc1,.,66*,-1,-3,1.2,.,.,-3
Cc1cc(=O)n2nc(-c3ccccc3)sc2n1,.,34,-7,-7,.,.,.,1
Cc1cc(=O)[nH]c(N/N=C/c2ccccc2C(F)(F)F)n1,-18,.,.,-3,.,-2,0,.
O=C(NC1CCCC1)C1c2ccccc2C(=O)N1CCCN1CCOCC1 (centres undefined),-1,-2,3,-1,0.0,-4,4,-5
CCNC(=O)C[C@@H]1CC[C@@H]2[C@H](COC[C@@H](O)CN2C(=O)Nc2ccc(C(F)(F)F)cc2)O1,-16,-2,0,-5,0.6,5,-3,-1
C[C@H](CO)N1C[C@H](C)[C@H](CN(C)C(=O)Nc2ccnc(N3CCOCC3)c2)OCc2cnnn2CCCC1=O,-3&-1,0&-1&-3,0&-1,1,-0.1&-0.3,1&2,-3&8,-4&2
C[C@@H]1CCCCO[C@@H](CN(C)C(=O)C2CCCCC2)[C@@H](C)CN([C@@H](C)CO)C(=O)c2cc(NS(=O)(=O)c3ccccc3)ccc2O1,0,6,-1,0,0.0,1,-4,1
CCC(=O)Nc1ccc(C(=O)NNC(=O)c2ccccc2)cc1,-4,.,.,0,-0.8,7,1,.
O=C(Cc1ccc(NC(=O)C2CCN(C(=O)C3CCC3)CC2)cc1)Nc1cccc(C(=O)N2CCCC2)c1,-10,-5,12,-1,-0.1,7,0,-16
Cc1cc(Oc2ccc(=O)n(C)n2)nc(SCc2ccccc2)n1,-1,.,.,-8,5.8,16,-1,.
C[C@H]1CCCCO[C@@H](CN(C)C(=O)CCCN(C)C)[C@@H](C)CN([C@@H](C)CO)C(=O)c2cc(NC(=O)Nc3ccc(F)cc3)ccc2O1,52*,-7,2,.,-0.1,1,-3,11
CC(C)[C@H]1COCCS(=O)(=O)N1Cc1ccccc1,-12,11,1,-4,1.2,-5,-1,0
Cc1nc(-c2ccc(S(=O)(=O)Nc3cccc(Cl)c3)cc2)co1,-40,2,0,3,.,-9,4,-23
CCOC(=O)c1cc2c(=O)n3ccccc3nc2n(Cc2ccco2)c1=NC(=O)c1cccc(OC)c1,-67,-2,-5,2,0.8,-1,6,4
CCOc1ccc(N(Cc2ccc(C(=O)O)cc2)S(=O)(=O)c2ccc(C)cc2)cc1,-1,-1,3,1,.,-1,2,-1
Cc1c2c(nc3c(C(=O)NC4CC4)cnn13)CCCC2,.,37,-6,-3,.,.,.,-12
CC(=O)N(C)C[C@H]1Oc2ncc(C#Cc3ccccc3)cc2C(=O)N([C@@H](C)CO)C[C@@H]1C,6,1,-4,1,0.4,-1,-4,-9
CC(=O)Nc1ccc(NC(=O)CSc2nnc(-c3ccc4c(c3)OCO4)o2)cc1,-7,3,.,.,1.4,-4,7,5
Cc1cc(NC(=O)c2ccccc2)n(-c2nc3ccccc3[nH]2)n1,-2,-8,.,-3,.,-1,5,.
CC(C)CCOCC(O)CCC(=O)NNC(=S)Nc1ccccc1 (centres undefined),-8,.,.,-3,.,0,3,.
Cc1cc(OCCN2CCCC2)ccc1C(C)C,.,7,-2,-5,.,.,.,6
Nc1nonc1C(=O)NCCNS(=O)(=O)c1ccc(Br)cc1,3,-10,.,1,.,1,-1,.
CCCNC(=O)N(C)C[C@@H]1Oc2cc(-c3ccncc3)ccc2S(=O)(=O)N([C@@H](C)CO)C[C@H]1C,-16,3,0,-4,-0.1,-2,0,-7
CO[C@@H]1CN(C)C(=O)c2cc(NC(=O)C3CCOCC3)ccc2OC[C@H](C)N(CC2CC2)C[C@H]1C,1,1,1,.,0.1,-2,1,-1
CCC(C)NC(=O)CC(c1ccccc1)c1cc(C)ccc1O (centres undefined),-13,-5,-3,0,.,1,3,3
CCOc1ccc(S(=O)(=O)N(C)C2CCCCC2)cc1,-11,0,-1,-7,-0.1,-6,1,3
Cc1noc(C)c1NC(=O)N(C)C[C@H]1Oc2ccc(NC(=O)CCN3CCOCC3)cc2CC(=O)N([C@@H](C)CO)C[C@H]1C,9,-1,5,4,0.4,-1,-1,6
CCOC(=O)C1CCN(C(=O)CSCCSCC(=O)N2CCC(C(=O)OCC)CC2)CC1,.,-9,-4,-9,.,.,.,-5
CCc1ccc(N2CC(C(=O)Nc3ccc(C)c(S(=O)(=O)N4CCOCC4)c3)CC2=O)cc1 (centres undefined),.,4,-1,3,0.4,.,.,8
CC(=O)c1ccc(N2CCN(S(=O)(=O)c3cc(-c4cc(C)no4)ccc3C(C)C)CC2)cc1,-16,4,-4,3,.,2,-5,-1
COC(=O)C1=C(C)NC(C)=C(C(=O)OC)C1c1ccc2ccccc2n1,.,7,3,-8,.,.,.,0
CN(C)c1ccc(/C=N/NC(=O)CNC(=O)/C=C/c2ccccc2)cc1,-28,3,-3,-23,-0.1,2,10,10
CCCCN(CC)Cc1ccc(CNC(=O)Nc2ccc(OCC)cc2)o1,2,-8,-1,5,.,-1,2,2
C[C@H](CO)N1C[C@H](C)[C@H](CN(C)C(=O)Nc2ccccc2)Oc2ccc(N(C)C)cc2C1=O,-9,-3,2,0,.,1,-10,3
O=C(C[C@H]1C[C@H]2c3cc(NC(=O)Nc4ccc(F)cc4)ccc3O[C@H]2[C@H](CO)O1)NC1CCCCC1,0,-1,-1,-4,0.4,.,2,-6
C[C@H]1CN([C@@H](C)CO)C(=O)Cc2cc(NS(=O)(=O)c3ccc(F)cc3)ccc2O[C@@H]1CN(C)C,10,0,16,-5,?,0,-16,0
CC(NC(=O)Cn1cnc([N+](=O)[O-])n1)c1ccccc1 (centres undefined),.,-4,-2,-8,.,.,.,3
CC(=O)c1ccccc1OCC(O)CN1CCN(C(c2ccccc2)c2ccccc2)CC1 (centres undefined),.,-8,-3,9,.,.,.,-3
CCCCNc1oc(-c2ccc(OC)cc2)nc1S(=O)(=O)c1ccccc1,-8,8,-4,-12,.,1,-1,-4
O=C(Cn1cnc2ccccc21)Nc1ccc(SC(F)F)cc1,-6,-68,-3,-4,2.0,6,4,4
CC(C)C#Cc1ccc2c(c1)O[C@@H](CN(C)CC1CCOCC1)[C@@H](C)CN([C@H](C)CO)S2(=O)=O,17,3,1,16,-1.0,-4,-5,-13
COc1cc2[nH]c(=O)n(Cc3ccc(C(=O)NC4CCN(Cc5ccccc5)CC4)cc3)c(=O)c2cc1OC,-10,-9,-2,-1,.,-4,-9,0
COCC(=O)Nc1ccc2c(c1)[C@H]1C[C@@H](CC(=O)NCC3CC3)O[C@@H](CO)[C@H]1O2,-11,-3,2,1,-0.6,-1,-4,6
CCOC(=O)c1c(C)c(C(=O)Nc2ccccc2)c(C)n1CC,.,21,1,-15,.,.,.,-3
CN(C)S(=O)(=O)c1cccc(NC(=O)c2cncc(Br)c2)c1,-26,10,0,-3,1.6,1,-2,3
COc1ccc(CN=Cc2c(C(F)(F)F)[nH][nH]c2=O)cc1,.,-6,-2,-16,.,.,.,-15
O=C(/C=C/C(=O)NCc1cccs1)NCc1cccs1,-7,.,.,-1,.,-5,1,.
Cc1ccc(Nc2nc(N)nc(CN3CCN(c4ccccc4)CC3)n2)cc1Cl,.,10,2,14,.,.,.,0
Cc1cc(C(=O)NNC(=O)c2ccccc2F)c2ccccc2n1,7,2,1,24,0.5,-1,3,10
O=C(CCN1C(=O)c2ccccc2S1(=O)=O)Nc1cc(Cl)ccc1Cl,-22,6,-2,-12,.,5,-2,3
N#C[C@H]1[C@@H](c2ccccc2-c2ccccc2F)[C@H](CO)N1C(=O)c1cccc(F)c1,-7,.,.,.,0.1,2,1,.
C[C@H](CO)N1C[C@H](C)[C@H](CN(C)C(=O)Nc2cccc3ccccc23)Oc2ncc(C#CCC3CCCC3)cc2C1=O,-3,0,-1,2,-0.2,0,2,8
CN(C)c1ccc2c(c1)[C@H]1C[C@H](CC(=O)N3CCc4ccccc4C3)O[C@@H](CO)[C@H]1O2,-80,2,2,6,0.0,7,1,11
O=C1CC(C(=O)N(CC2CCCO2)C(C(=O)NC2CCCCC2)c2ccncc2)CS1 (centres undefined),.,-12,0,3,.,.,.,10
CCNC(=O)CCc1nc(-c2ccc(C)cc2)no1,-15,.,-1,-9,.,4,.,-2
O=C(/C=C/c1ccc2c(c1)OCO2)NC1CCCC1,-14,7,7,-15,-0.1,2,6,1

Next records follow.
SMILES,RAD52 anneal inh,esBAF inh,PglD DTNB,ARNT TACC3 PPI,E-sel inducer,Casp6 inh,ERp5 inh,RAD54 branch
CC(C)NC(=O)N(C)C[C@H]1OCCCC[C@@H](C)Oc2ccc(NS(=O)(=O)c3cn(C)cn3)cc2C(=O)N([C@H](C)CO)C[C@H]1C,4,-6,0,6,.,5,-3,3
O=C(O)c1ccc(S(=O)(=O)c2ccc3c(c2)C(=O)N(NC(=O)c2ccc(O)cc2)C3=O)cc1,-16,11,.,-5,.,5,0,.
O=C(Nc1ccc2c(c1)[C@@H]1C[C@@H](CC(=O)N3CCOCC3)O[C@@H](CO)[C@@H]1O2)NC1CCCCC1,1,1,0,-1,0.0,-3,-1,-8
O=C(NC1CCCCC1)C(c1ccncc1)N(CC1CCCO1)C(=O)C(F)(F)F (centres undefined),.,-7,5,-2,.,.,.,-1
O=P(CCc1ccccc1)(c1ccccc1)c1ccccc1,-16,8,8,-11,0.2,2,-3,-1
CCN(C(=O)c1nn(-c2ccc(OC)cc2)c(=O)c2c1c1ccccc1n2C)c1ccc(OC)cc1,-11,1,-3,.,.,0,4,-6
O=S(=O)(NCc1ccncc1)c1ccc(S(=O)(=O)NCC2CCCO2)cc1 (centres undefined),1,.,.,5,.,4,-15,.
N#CC1(NC(=O)Cn2cc(C(F)(F)F)ccc2=O)CCCC1,-20,-6,3,.,.,0,2,-1
